Bioassay records from PubChem.
JMJD2E inh: JMJD2E (human) inhibition | B2RXH2 | JMJD2E catalytic domain, FDH-coupled NADH fluorescence (FDH is formaldehyde dehydrogenase) | Potency, µM (highest dose often 57.1 µM), for inactives: at the highest dose activity change, negative = inhibition, hits mostly inhibitors | 230,000 tested, 1.6% active; active means well fitted inhibition curve with a large enough effect, not every such curve was filed as active; inconclusive means small, poorly fitted or top-dose-only effect, or another doubt; inactive means no such curve, though single readings can be large or run the other way;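 further: 0% = wells with enzyme and -100% = buffer wells without enzyme; nearly all actives have a fitted effect of over 50% in size; many of its hits are not listed in these tables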
Tau fibril ThT: inhibitors of human tau fibril formation, thioflavin T binding. recombinant tau K18 P301L (four-repeat tau fragment), heparin-induced fibrillization, ThT fluorescence. 270,000 tested, 2.1% active. P10636. Potency, µM (top dose mostly 57.4 µM), inactives show top-dose activity, negative = inhibition, usual class: inhibitors; further: on the % scale 0 is the no-effect control and ±100 the full control effect; nearly all actives have a fitted effect of over 55% in size
Target sequence (P10636 561-689 P618L limits assumed): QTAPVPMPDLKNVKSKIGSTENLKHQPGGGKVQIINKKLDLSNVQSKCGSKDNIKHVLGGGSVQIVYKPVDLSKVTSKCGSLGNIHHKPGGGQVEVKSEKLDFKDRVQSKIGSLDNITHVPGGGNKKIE
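Heparin-induced fibrillization of the P301L-mutant K18 repeat-domain fragment of human tau was followed by ThT binding in quantitative high-throughput format.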
LMNA splice mod: LMNA splicing modulation. AID 1487. Potency, µM (highest dose often 46.1 µM), inactives show at the highest dose ratio change, negative = inhibition, hits mostly inhibitors. 200,000 tested, 0.01% active. HeLa LMNA splicing GFP/RFP minigene ratio, 48 h; active means well fitted inhibition curve with a large enough effect in the signal ratio, with a control signal flat, not every such curve was filed as active; inconclusive means small, poorly fitted or top-dose-only effect, or effect the other way, or a change in a side signal; the % refers to the signal ratio; further: on the % scale 0 is the no-effect control and ±100 the full control effect
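Read-out is the ratio of GFP to DsRed2 object intensity, acquired by 488 nm laser-scanning cytometry on HeLa lamin A-EGFP minigene reporter cells. Compound incubation 48 hrs at 37 °C in Opti-MEM with 2% FBS; DMSO 0.5% final.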
RECQ1 helicase: inhibitors of human RECQ1 DNA helicase; 240,000 tested, 0.54% active; Potency, µM (top dose mostly 57.3 µM), for the others: at the highest dose activity, negative = inhibition, usual class: inhibitors; AID 2549; RECQ1 DNA unwinding, red fluorescence kinetic read;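 further: plate controls were vehicle for no effect and no enzyme for full effect; nearly all actives have a fitted effect of over 30% in size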
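50 nM RECQ1T1 preincubated 15 min with compound in Tris pH 8.0 buffer with MgCl2, DTT, Tween-20 and 2.5 ug/ml poly(dI-dC); started with 200 nM TAMRA/BHQ-2 forked duplex and 2 mM ATP. Unwinding read as fluorescence (525/598 nm), two reads 2 h apart.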
L3MBTL1 inh: inhibitors of human L3MBTL1; AID 485360; 230,000 tested, 0.66% active; AlphaScreen L3MBTL1–H3K9me1 peptide binding; Q9Y468; Potency, µM (series often up to 57.1 µM), for the others: top-dose activity, negative = inhibition, actives largely listed as inhibitors; further: on the % scale 0 is the no-effect control and ±100 the full control effect; nearly all actives have a fitted effect of over 60% in size
Target sequence (Q9Y468 whole entry, looked up): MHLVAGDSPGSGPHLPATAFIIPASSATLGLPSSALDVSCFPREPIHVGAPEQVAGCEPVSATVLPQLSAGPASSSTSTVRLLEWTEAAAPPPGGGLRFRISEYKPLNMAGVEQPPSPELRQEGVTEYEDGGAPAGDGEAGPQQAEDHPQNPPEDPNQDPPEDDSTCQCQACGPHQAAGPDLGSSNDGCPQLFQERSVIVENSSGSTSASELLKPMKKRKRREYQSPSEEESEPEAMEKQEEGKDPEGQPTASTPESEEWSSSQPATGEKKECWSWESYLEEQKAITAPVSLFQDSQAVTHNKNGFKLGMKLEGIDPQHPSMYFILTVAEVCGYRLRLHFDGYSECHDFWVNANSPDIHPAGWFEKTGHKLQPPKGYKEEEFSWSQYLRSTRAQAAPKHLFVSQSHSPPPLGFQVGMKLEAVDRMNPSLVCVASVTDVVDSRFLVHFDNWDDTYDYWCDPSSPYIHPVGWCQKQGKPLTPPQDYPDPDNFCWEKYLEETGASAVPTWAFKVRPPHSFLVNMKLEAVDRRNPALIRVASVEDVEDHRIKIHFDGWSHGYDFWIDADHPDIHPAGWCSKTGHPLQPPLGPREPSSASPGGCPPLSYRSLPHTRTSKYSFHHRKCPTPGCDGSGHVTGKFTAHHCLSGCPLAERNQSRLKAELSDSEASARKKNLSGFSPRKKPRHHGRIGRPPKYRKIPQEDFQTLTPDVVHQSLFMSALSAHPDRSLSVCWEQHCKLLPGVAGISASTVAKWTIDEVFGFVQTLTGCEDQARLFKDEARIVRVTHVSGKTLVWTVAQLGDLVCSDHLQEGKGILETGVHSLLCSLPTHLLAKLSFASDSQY
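First, the protein-peptide complex forms for 30 min at room temperature (L3MBTL1 50 nM, biotinylated H3K9me1 peptide 75 nM). Next, compounds are pin-transferred and incubated 30 min. Finally, AlphaScreen beads are added and read after 30 min.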
ALDH1A1 inh: inhibitors of human aldehyde dehydrogenase 1A1; P00352; Purified ALDH1A1, NADH fluorescence, propionaldehyde substrate; Potency, µM (top dose mostly 75.3 µM), without a hit: at the top dose activity, negative = inhibition, usual class: inhibitors; 220,000 tested, 7.3% active; AID 1030; active means well fitted inhibition curve with a large enough effect, not every such curve was filed as active; inconclusive means small, poorly fitted or top-dose-only effect, or another doubt; inactive means no such curve, though single readings can be large or run the other way;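 further: plate controls were no enzyme wells and a reference inhibitor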
KinaseGlo FLuc: blocks Kinase-Glo luciferase, a counter-screen artifact | Kinase-Glo luciferase, ATP luminescence, 8 min | Potency, µM (top dose mostly 38.3 µM), without a hit: top-dose activity change, negative = inhibition, hits mostly inhibitors | 200,000 tested, 0.28% active | AID 1379; further: on the % scale 0 is the no-effect control and ±100 the full control effect; nearly all actives have a fitted effect of over 60% in size
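Substrate mix (final 50 mM imidazole pH 7.2, 50 mM KCl, 7 mM MgCl2, 10 uM ATP, 0.01% Tween 20, 0.05% BSA) plus pin-tool compound, then Kinase-Glo detection mix; 8 min ambient, luminescence read.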
SMN2 splice up: enhancers of SMN2 splice variant expression | HEK293 SMN2-luciferase splicing reporter, luminescence, 30-36 h | Potency, µM (top dose mostly 46.1 µM), inactives show at the highest dose activity change, positive = activation, actives largely listed as activators | 210,000 tested, 2.8% active; further: % of control where 0% means no effect; nearly all actives have a fitted effect of over 55% in size
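HEK293 cells carry an SMN2 minigene-luciferase reporter in which exon 7 inclusion puts luciferase in frame. Cells were seeded at 2000 cells/well, attached for 10-12 hours, then exposed to compounds for 30-36 hours at 37C before ONE-Glo luminescence.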
An asterisk follows results filed as active; i = inactive; u = inconclusive; x = no result given; [ ] = dose if it differs, or a comment. Unless noted, the call rests on the fitted dose curve; in most records, active means well fitted curve in the direction sought with a large enough effect; inconclusive means small, poorly fitted or top-dose-only effect, or another doubt; inactive means no such curve, though single readings can be large; an effect the other way counts as inactive or inconclusive. Potency means the concentration at half of the fitted maximal effect. Only part of the results is shown (hit frequency here may not be typical).

Structure	RECQ1 helicase	Tau fibril ThT	SMN2 splice up	ALDH1A1 inh	LMNA splice mod	L3MBTL1 inh	KinaseGlo FLuc	JMJD2E inh
Fc1ccc(N2CCN(Cc3cn[nH]c3-c3ccccc3)CC2)cc1	-5%	-16%	x	14µM*	x	u	x	-3%
CC(=O)c1cccc(NC(=O)N2CCCC2C(=O)Nc2ccccc2C)c1 (stereo unspecified)	i	-6%	5%	0%	12%	x	0%	-2%
CC1(C)CC(=O)C2=C(C1)NC(=O)CC2C(=O)NCc1ccc(F)cc1 (stereo unspecified)	0%	-5%	-23%	u	-13%	6%	5%	-1%
CC(O)(c1ccccc1)C(c1ccccc1)C1CCCCN1 (stereo unspecified)	-5%	-7%	x	x	x	-8%	x	2%
Cc1csc(=NC(=O)c2ccccc2)n1C	-2%	-11%	11µM*	u	-13%	-5%	-25%	-9%
CCC1Sc2ccccc2N(CC(=O)NCc2ccccc2OC)C1=O (stereo unspecified)	-5%	0%	4%	-3%	u	-4%	1%	0%
C=CCn1c(-c2ccccc2)cc(SC)c(C#N)c1=O	-8%	2%	-4%	u	-5%[46 µM]	38%[activator]	-2%	u
Cc1ccc(C(=O)N/C(=C\c2ccccc2)C(=O)OCc2ccccc2)cc1	-12%	-5%	20µM*	u	u	3%	0%	-9%
COC(=O)Cc1csc(NC(=O)CSc2nnc3ccccn23)n1	-10%	-5%	6%	3%	8%[46 µM]	3%	0%	-8%
Cc1cc(NC(=O)CCC(=O)N(Cc2ccco2)C(C(=O)NCC2CCCO2)c2ccncc2)no1 (stereo unspecified)	4%	-14%	x	-2%	12%[46 µM]	0%	-5%	-5%
COC(=O)c1ccc2c(c1)N(C)CCS2	-1%	-2%	6%	u	-3%	-7%	1%	u
CCOC(=O)N=Nc1c(O)n(CC(=O)OC)c2ccccc12	i	-12%	x	7.1µM*	x	x	x	-13%
C=CCn1c(=N)c(C(=O)NCCCOC)cc2c(=O)n3cccc(C)c3nc21	10%	-7%	13%	u	-14%	x	2%	u
Cc1ccc(N2C(=O)[C@@H]3[C@H](C2=O)C2c4ccccc4C=CN2[C@@H]3C(=O)c2ccco2)c(C)c1 (stereo partly specified)	-19%	25µM*	15%	7.9µM*	20%	-9%	-3%	u
COc1ccccc1C(=O)C1CCCN(C(=O)c2cccc(-n3cccn3)c2)C1 (stereo unspecified)	-9%	-1%	x	-11%	0%[46 µM]	-4%	0%	-8%

Some entries already given with just L3MBTL1 inh.
| mol | L3MBTL1 inh |
| --- | --- |
| C=CCn1c(-c2ccccc2)cc(SC)c(C#N)c1=O | 38%[activator] |
| Cc1ccc(C(=O)N/C(=C\c2ccccc2)C(=O)OCc2ccccc2)cc1 | 3% |

(listing goes on)
Structure	RECQ1 helicase	Tau fibril ThT	SMN2 splice up	ALDH1A1 inh	LMNA splice mod	L3MBTL1 inh	KinaseGlo FLuc	JMJD2E inh
CCOc1ccc(-c2cc(CCCC(=O)NCc3ccc(C)cc3)no2)cc1	-3%	u	-12%	17%	5%	x	0%	8%
O=C(O)CCCn1cc(NC(=O)c2ccc(F)cc2)cn1	i	-4%	8%	11%	23%[46 µM]	8%	0%	4%
COc1ccc(C(=O)NCC(=O)OCC(=O)N2CCc3ccccc32)cc1	i	u	-4%	u	7%[46 µM]	8%	-1%	1%
CC1=CC(C)(C)NC(=S)N1c1cccc(C)c1	-6%	0%	-20%	18%	-10%	-5%	-2%	0%
COc1ccccc1/C=N/NC(=Nc1ccc(C)cc1)c1nc2ccccc2s1	-3%	-8%	-27%	u	2%	-1%	-8%	-13%
O=C(CN1CCCN(Cc2ccc(F)cc2Cl)C1=O)NC1CCCCCC1	-11%	-14%	-23%	u	u	x	-4%	5%
O=C(O)c1ccccc1S(=O)(=O)NCC(O)COc1ccc(Br)cc1 (stereo unspecified)	0%	0%	15%	16%	-7%	x	0%	-16%
O=C(NC1CCCCC1)C(c1ccc2ncccc2c1)N(Cc1ccc(F)cc1)C(=O)c1ccc2c(c1)OCCO2 (stereo unspecified)	-9%	-7%	-5%	u	12%	-2%	-3%	0%
O=C(NCc1ccco1)c1ccc(C(F)(F)F)cc1	-1%	0%	-6%	4%	-14%[46 µM]	-9%	2%	2%
N#Cc1ccccc1NC(=O)Nc1ccccc1	-2%	-1%	-8%	-10%	9%[46 µM]	7%	-20%	u
CS(=O)(=O)c1ccc(S(=O)CC(=O)Oc2ccc(Cl)cc2)c([N+](=O)[O-])c1 (stereo unspecified)	i	3.5µM*	22%	u	x	x	0%	3.2µM*
Cn1c(=O)n(CC(N)=O)c2ccccc21	-9%	-3%	6%	12%	-2%	x	-1%	1%
O=C(O/N=C\c1ccc(N2CCCCC2)c([N+](=O)[O-])c1)c1cccc(C(F)(F)F)c1	-15%	u	-17%	u	u	-11%	0%	-7%
COc1ccc(Nc2nc(C)c3ccccc3n2)cc1	-2%	u	35µM*	u	-13%	x	-3%	6%
COc1ccc(N(C(=O)c2cccc([N+](=O)[O-])c2)S(=O)(=O)c2ccc3c(c2)n(C)c(=O)n3C)cc1	-12%	u	-5%	u	u	0%	-3%	1%
Cc1ccc(OC(C)C(=O)N2CCc3ccccc32)cc1 (stereo unspecified)	i	1%	10%	7%	-6%	x	3%	2%
Cc1ccccc1Cn1ccc(NC(=O)c2nn3cccnc3c2Cl)n1	i	-1%	-10%	-19%	13%[46 µM]	4%	1%	-3%
Cc1cccc(-c2c(O)cc(=O)[nH]c2Cl)c1	-9%	4%	16%	10%	11%[46 µM]	u	4%	4%
Cc1ccccc1NC(=O)/C(C#N)=C\c1cn(CC(=O)O)c2ccccc12	i	-17%	0%	1%	-4%[46 µM]	4%	3%	-10%
Cc1cc(NC(=O)COC(=O)[C@H](Cc2c[nH]c3ccccc23)NC(=O)c2ccc(F)cc2)no1	-8%	-3%	-1%	-14%	18%	-1%	3%	6%
CN(C)S(=O)(=O)c1cccc(C(=O)N2CCc3ccccc32)c1	i	-10%	5%	-1%	-11%	-1%	7%	5%
COc1ccc(N2CCN(C(=O)c3ccc(N(C)S(=O)(=O)c4ccc(C)cc4)cc3)CC2)cc1	i	-10%	x	6%	x	-9%	-4%	-1%
COC(=O)C1=C(C)N(Cc2cccnc2)C(=O)C1	-3%	-3%	-11%	-13%	-3%	11%	2%	-11%
CN1CCN(C(=O)c2ccc3c(c2)OCCO3)CC1	i	1%	-17%	3%	-3%	-8%	0%	-6%
Cc1noc(C)c1CSc1ccccc1C(=O)N1CCN(c2ccccc2)CC1	-3%	-10%	-50%[inhibitor]	u	u	5%	3%	5%
Cc1cc(C(=O)N/N=C/c2ccncc2)c(C)o1	0%	-14%	x	x	x	0%	x	6%
CC(=O)c1cc(-c2nc3ccccc3n2C)n(C)c1	-5%	-14%	22%	2%	u	x	3%	-4%
Cc1cccc(S(=O)(=O)Nc2ccc(-c3nc4ccc(C)cc4s3)cc2)c1	-10%	3%	11µM*	u	u	5%	-1%	u
COc1ccc(N(C2CSC2)S(=O)(=O)c2ccccc2)cc1	i	1%	-19%	1%	u	2%	1%	3%
COCCCNC(=O)CS(=O)(=O)Cc1nc(-c2ccccc2C)oc1C	-1%	-15%	8%	8%	-8%	11%	-3%	-7%
CONC(=O)Nc1ccccc1[N+](=O)[O-]	-14%	-11%	x	-1%	-6%	4%	x	-2%
c1ccc(CNc2nc(-c3cccs3)nc3ccccc23)nc1	-3%	2%	-16%	u	u	-6%	3%	u
COc1ccc(NC(=O)c2cccnc2Nc2ccc(OC)cc2)cc1	-14%	u	-4%	-6%	-13%	-13%	-4%	1%
CCOC(=O)C1CCCN(C(=O)c2cn(CC)c3ccc(S(=O)(=O)N4CCCC4)cc3c2=O)C1 (stereo unspecified)	-13%	-8%	-1%	u	-4%	1%	-7%	1%
Cn1cccc1Cc1nnc(SCC(=O)Nc2ccc(F)cc2)n1-c1ccc(F)cc1	0%	-6%	-10%	u	-11%	u	3%	-6%
C/C(=N\NC(=O)c1cc(-c2cccs2)nc2ccccc12)c1ccccn1	-4%	0%	-81%[inhibitor]	u	u	28µM*	0%	u
CCN1CCCC1CNC(=O)C1CCN(Cc2nc(-c3cccc(Br)c3)oc2C)CC1 (stereo unspecified)	2%	-14%	-12%	7%	-3%	0%	-2%	1%
O=C(Nc1ccc2c(c1)OCO2)C1CCN(S(=O)(=O)c2ccc3c(c2)OCCO3)CC1	-8%	-20%	-2%	u	u	-4%	5%	0%
CCOC(=O)C1=NN(c2ccc(Cl)cc2)/C(=C/C2=NCCc3cc(OC)c(OC)cc32)S1	4%	u	x	x	x	-21%	x	u
CN(C)CCNC(=O)C12CC3(C)CC(C)(CC(C)(C3)C1)C2	-5%	-8%	24%	4%	-5%	x	-3%	15%
Cc1ccc(/C(=N/Nc2nc3ccccc3s2)C2=C(O)c3ccccc3C2=O)cc1	20%	u	6%	-2%	x	-7%	0%	-3%
CN=c1scc(C)n1/N=C/c1ccc(O)cc1O	-10%	16µM*	4.5µM*	1%	-16%	-14%	-17%	-3%
Cc1ccc(-c2nnc3cccc(Cl)n23)cc1	-3%	0%	-10%	-10%	x	-3%	0%	5%
CCCCOC(=O)C1=C(C)Nc2ncnn2C1c1cc(OC)ccc1OC (stereo unspecified)	i	1%	13%	10%	0%	3%	-2%	6%
Cc1ccc(NC(=O)C(=O)NCCN2CCN(C(=S)Nc3ccccc3)CC2)cc1	-3%	-9%	-16%	6%	u	-4%	0%	-3%
COC(=O)c1c(C)oc2ccc(N(C(=O)Oc3ccccc3)S(=O)(=O)c3ccccc3)cc12	-30%	-4%	-41%[inhibitor]	-2%	u	-4%	2%	2%
